Screening data: PubChem BioAssay, several laboratories
HPDE-C7 cytotoxicity – HPDE-C7 pancreatic duct cell viability loss – fluorescence, HTS (AID 430); HPDE-C7 pancreatic duct cells viability, fluorescence; higher % means a stronger effect; one-dose cytotoxicity, % at 10 µM; EC50 in µM for titrated hits; hit rate 1.8% among 63,000;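 also: cells exposed to compound for 48 hours before viability readout; 0% = vehicle and 100% = reference cytotoxic drug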
Alkaline phosphatase – inhibition of tissue-nonspecific alkaline phosphatase – biochemical, luminescent (AID 518); purified TNAP enzyme, luminescent substrate readout; higher % means a stronger effect; inhibition, % at 20 µM; hits with a dose series show IC50 in µM; hit rate 0.09% among 64,000; in the data active = a potency from the dose series; inactive = the rest, 99 in 100 with inhibition below about 22%;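 also: plate controls were vehicle for no effect and reference inhibitor for full effect; many of its hits are not listed in these tables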
HT1080 cytotoxicity – cytotoxicity in HT1080 fibrosarcoma cells, cell-based, fluorescence readout (AID 620) | HT1080 viability, fluorescence; higher % means a stronger effect | cytotoxicity, % at 10 µM, or EC50 in µM where a hit was titrated | hit rate 0.42% among 87,000;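 also: cells exposed to compound overnight then 4 h with Alamar Blue; 0% = vehicle DMSO and 100% = killing control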
Spn DPM-DC inh – S. pneumoniae DPM-DC inhibition; purified DPM-DC, PK/LDH coupled NADH fluorescence; hit rate 0.49% among 65,000; calls only at 10 µM;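 active = the 320 compounds with the highest percent inhibition in the single-dose primary screen, excluding strongly autofluorescent ones, cut at about 32% in these data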;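 also: kinetic rate of NADH fluorescence loss reporting ADP formed by the decarboxylase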
Bfl-1 displacement – Bfl-1 inhibitors, primary screen, biochemical, fluorescence polarization, FITC-Bid, mouse (AID 432) | hit rate 0.02% among 64,000 | FITC-Bid BH3 peptide fluorescence polarization displacement; higher % means a stronger effect | displacement, % at 20 µM; hits with a dose series show IC50 in µM; in the data active = a potency from the dose series; inactive = the rest, 99 in 100 with displacement below about 15%; also: strong numbers were not always called active
MK inhibit – inhibitors of Streptococcus pneumoniae mevalonate kinase; purified MK, PK/LDH-coupled NADH absorbance 340 nm; inhibition, % at 10 µM; hit rate 0.48% among 65,000; AID 555;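 active = ranked among the strongest by inhibition in the single 10 µM screen, a fixed top-ranked set picked for dose follow-up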; also: no value below 0 was filed
PMK inhibit – inhibitors of Streptococcus pneumoniae phosphomevalonate kinase | hit rate 0.49% among 65,000 | AID 539 | inhibition, % at 10 µM | purified PMK, PK/LDH-coupled NADH absorbance 340 nm;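 active = top-ranked compounds by inhibition in the single 10 µM screen, taking a fixed number of the strongest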;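 also: 0% = full reaction with DMSO carrier and 100% = background rate without enzyme reaction; no value below 0 was filed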
KRASV12 cytotoxicity – viability loss of HPDE-C7K cells – cell-based, fluorescence, HTS, primary screen (AID 431) | HPDE-C7K KRASV12 cells, Alamar Blue viability, 48 h; higher % means a stronger effect | cytotoxicity, % at 10 µM, or EC50 in µM where a hit was titrated | hit rate 1.7% among 63,000;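 active = compounds whose percent cytotoxicity in the single-dose primary screen, scaled between solvent and toxic-drug controls, exceeds 50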;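 also: 0% = DMSO solvent wells and 100% = doxorubicin-treated wells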
LYP phosphatase – inhibition of human PTPN22 tyrosine phosphatase – biochemical, DiFMUP fluorescence, recombinant catalytic domain, 10 µM, primary screen (AID 606). recombinant LYP catalytic domain, DiFMUP fluorescence; higher % means a stronger effect. inhibition, % at 10 µM; hits with a dose series show IC50 in µM. 52,000 tested, under 10 active;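 active = IC50 under 40 µM in the dose-response test; inactive = IC50 of 40 µM or more, or never dose-tested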
PMK inhibit pilot replicates – also measured in PMK inhibit; calls as there; inhibition, %; measured here: pilot screen replicates
MK inhibit pilot replicates – recorded beside MK inhibit, whose call it bears; inhibition, %; measured here: pilot screen replicates
Spn DPM-DC inh pilot screen % – second read-out of Spn DPM-DC inh, no call of its own (marks repeat the call); inhibition, %; measured here: pilot screen trials
Numbers without * were called inactive; i = inactive; . = no result given. Rule as the data show it, unless noted: active = cytotoxicity above about 50%; inactive = the rest.

SMILES | HPDE-C7 cytotoxicity | Alkaline phosphatase | HT1080 cytotoxicity | Spn DPM-DC inh | Bfl-1 displacement | MK inhibit | PMK inhibit | KRASV12 cytotoxicity | LYP phosphatase | others
Cc1cc(C)n2c(SCc3c(C)noc3C)nnc2n1 | . | . | 7% | i | . | 7 | 0 | . | 6%
Cc1cc(C)nc(N2CCCC(C(=O)Nc3cc(F)ccc3C)C2)n1 (stereo unspecified) | -18% | 9% | 3% | i | -10% | 0 | 6 | -6% | 8%
C=CCOc1c(Cl)cc(/C=N/O)cc1OC | 2% | 14% | 10% | i | -3% | 2 | 7 | -4% | 0%
O=C(NCc1ccc(Cl)cc1)c1cc(-c2cccs2)on1 | 3% | 13% | -5% | i | -11% | 5 | 8 | 8% | 2%
Cc1c(S(=O)(=O)N2CCN(c3cccc(C(F)(F)F)c3)CC2)c(=O)n(C)c(=O)n1C | 5% | 9% | 2% | i | 5% | 6 | 6 | 6% | 9%
C/C(=C1/SC(N2CCOCC2)=NC1=O)c1ccc(Br)cc1 | -12% | 11% | 3% | i | 2% | 7 | 12 | -2% | 2%
CN(C)CCNC(=O)C(C(=O)c1ccccc1)n1ccccc1=O (stereo unspecified) | -4% | 0% | 7% | i | -4% | 3 | 13 | -5% | .
CCC(=O)N1CCCc2cc(S(=O)(=O)NCc3cccs3)ccc21 | -14% | 13% | 0% | i | 1% | 5 | 8 | -1% | .
COc1ccc(Cc2nnc(NC(=O)Cc3cccs3)s2)cc1 | -5% | 10% | -2% | i | -5% | 8 | 13 | -12% | . | PMK inhibit pilot replicates=0.0;MK inhibit pilot replicates=0.0;Spn DPM-DC inh pilot screen %=2.5
O=C(OCCN1C(=O)c2ccccc2C1=O)c1cccs1 | -11% | -5% | -6% | i | 0% | 9 | 8 | -16% | -2%
O=c1c2cc(N3CCOCC3)ccc2[nH]c(=S)n1CCCN1CCCCCC1 | 3% | 12% | -3% | i | 1% | 11 | 10 | 12% | .
Cc1ccccc1CN1C(=O)CSc2ccc(C(=O)N3CCOCC3)cc21 | -12% | 7% | -1% | i | 2% | 5 | 7 | -1% | 11%
O=C(O)CCn1cnc2ccccc2c1=O | -13% | 1% | 2% | i | -2% | 5 | 15 | -1% | .
Cc1ccc(-c2csc3nnc(SCC(=O)N4CCN(Cc5ccccc5)CC4)n23)cc1 | 5% | -2% | 0% | i | 12% | 8 | 17 | -4% | .
O=C(Nc1ccc(N2CCN(Cc3ccccc3)CC2)cc1)c1ncn[nH]1 | 10% | -12% | -3% | i | 0% | 4 | 1 | 19% | 7%
CS(=O)(=O)N(CC(=O)NCCC1=CCCCC1)C1CCCCC1 | -6% | 4% | 1% | i | 0% | 6 | 13 | -4% | .
Cc1cc(C(=O)OCC(=O)c2ccc(Br)s2)no1 | -5% | 4% | -9% | i | -2% | 3 | 18 | 0% | 4%
COc1ccc(NS(=O)(=O)Cc2ccccc2Cl)cn1 | -3% | 30% | 15% | i | -7% | 5 | 10 | 4% | 2%
Cc1cc(C)c2cc(CN(CCN3CCCC3)C(=O)Nc3ccc(F)cc3)c(=O)[nH]c2c1 | 24% | 8% | 7% | i | -2% | 8 | 15 | 13% | .
CCOc1cc(C)c(S(=O)(=O)NC2CCCCC2)cc1C | 7% | 9% | . | i | 0% | 5 | 6 | 31% | 2%
Cc1cc(C(=O)CSc2nc3ccccc3[nH]2)c(C)n1C | 16% | 23% | 12% | i | 2% | 8 | 17 | 36% | 19% | PMK inhibit pilot replicates=2.0;MK inhibit pilot replicates=1.0;Spn DPM-DC inh pilot screen %=3.0
CC(C)NC(=O)CN(Cc1ccccc1)S(=O)(=O)c1ccccc1 | 7% | 7% | 3% | i | -1% | 8 | 10 | -9% | 4%
CC(C)(C)c1ccc(OCC(O)CS(=O)(=O)c2ccccn2)cc1 (stereo unspecified) | 17% | 13% | 0% | i | 0% | 8 | 7 | 12% | .
O=C1C=C(NCc2ccco2)C2(CCCCC2)O1 | -4% | 13% | 1% | i | -7% | 0 | 0 | 6% | 12% | PMK inhibit pilot replicates=2.0;MK inhibit pilot replicates=1.0;Spn DPM-DC inh pilot screen %=0.5
COc1ccccc1OCCCCNC(C)(C)C | 10% | 11% | -4% | i | 12% | 7 | 0 | 2% | 12%
O=C(CCc1nc2ccccc2[nH]1)N1CCc2ccccc2C1 | 4% | 3% | 8% | i | -6% | 5 | 11 | 1% | 13%
CN1CCN(S(=O)(=O)c2cccc(S(=O)(=O)c3ccc(Cl)cc3)c2)CC1 | -7% | -6% | 2% | i | 2% | 10 | 6 | -23% | -21%
CC(C)Cc1nc(N2CCN(C(=O)c3ccco3)CC2)c(C#N)c2c1CCC2 | -15% | 9% | -3% | i | 7% | 10 | 0 | 63%* | 0% | PMK inhibit pilot replicates=6.0;MK inhibit pilot replicates=1.5;Spn DPM-DC inh pilot screen %=14
c1cncc(-c2nn[nH]n2)c1 | -15% | 8% | 12% | i | -6% | 0 | 19 | -12% | 5%
Cc1nc(N2CCC(C(N)=O)CC2)c2nnn(Cc3ccccc3)c2n1 | 4% | 4% | 4% | i | -7% | 3 | 7 | -4% | -9%
O=C(NC1CC1)c1ccc(S(=O)(=O)NC2CCCCCC2)cc1 | -7% | 11% | -3% | i | -12% | 0 | 5 | 0% | .
Cc1cccc(OCc2nnc(SCC(=O)OC3CCCCC3)o2)c1 | -31% | 12% | 3% | i | 0% | 8 | 12 | -19% | .
CCCOC(=O)c1ccc(Oc2c(-c3ccc(O)cc3O)n[nH]c2C)cc1 | 10µM* | -17% | 11% | i | -7% | 2 | 0 | 14µM* | 9%
C/C(=N\O)C(=O)OC1CC(C)CCC1C(C)C (stereo unspecified) | -17% | 18% | -8% | i | 3% | 8 | 0 | -10% | .
O=C(CSCC(=O)N1CCCCC1)Nc1nc(-c2ccc(Cl)s2)cs1 | 28% | 8% | 5% | i | -1% | 7 | 0 | -3% | 9%
COc1ccc(Oc2nc(C)nc3c2oc2ccccc23)cc1 | -8% | 10% | -7% | i | 0% | 14 | 9 | -3% | .
CCc1nc(SCC(=O)NCc2ccco2)c2c3c(sc2n1)CCCC3 | 17% | 15% | 9% | i | -6% | 8 | 8 | 38% | 3% | PMK inhibit pilot replicates=5.0;MK inhibit pilot replicates=4.5;Spn DPM-DC inh pilot screen %=0.0
Cc1cc(/C=N/n2cnnc2)c(C)n1-c1ccc(Cl)cc1Cl | -16% | 14% | 3% | i | -2% | 4 | 0 | -6% | 9% | PMK inhibit pilot replicates=4.0;MK inhibit pilot replicates=0.0;Spn DPM-DC inh pilot screen %=0.0
O=C(COc1ccc(S(=O)(=O)NC2CCCCC2)cc1Cl)NCC1CCCO1 (stereo unspecified) | -3% | 14% | -10% | i | -4% | 12 | 5 | -4% | . | PMK inhibit pilot replicates=0.0;MK inhibit pilot replicates=0.0;Spn DPM-DC inh pilot screen %=1.0
O=c1ccnc(S/C=C/c2ccccc2)[nH]1 | -11% | 4% | -8% | i | -17% | 1 | 15 | -24% | 17%
COc1ccc(/C(O)=C2/C(=O)C(=O)N(c3nc(C)c(C)s3)C2c2ccco2)cc1 (stereo unspecified) | 33% | 10% | -12% | i | 2% | 0 | 5 | 26% | 5%
CCOc1ccccc1N(CC(=O)NCc1ccc(OC)cc1)S(C)(=O)=O | -13% | 9% | -4% | i | 5% | 10 | 6 | -11% | 0%
Cc1c(C(=O)O)sc2nc3n(c(=O)c12)CCC(C)CC3 (stereo unspecified) | -3% | 10% | -2% | i | -5% | 4 | 11 | 2% | -8% | PMK inhibit pilot replicates=2.0;MK inhibit pilot replicates=0.0;Spn DPM-DC inh pilot screen %=0.0
CCCC(c1nnnn1Cc1ccco1)N1CCC(C(N)=O)CC1 (stereo unspecified) | -5% | 3% | -8% | i | -5% | 15 | 10 | -16% | 6%
CC1=C(C(=O)Nc2ccccc2)C(c2ccccn2)n2nc(CCCO)nc2N1 (stereo unspecified) | 1% | 9% | 3% | i | -2% | 2 | 0 | 7% | 4% | PMK inhibit pilot replicates=0.0;MK inhibit pilot replicates=0.0;Spn DPM-DC inh pilot screen %=0.0

Pulled one by one from the list above, two records:
SMILES | HPDE-C7 cytotoxicity | Alkaline phosphatase | HT1080 cytotoxicity | Spn DPM-DC inh | Bfl-1 displacement | MK inhibit | PMK inhibit | KRASV12 cytotoxicity | LYP phosphatase | others
Cc1c(S(=O)(=O)N2CCN(c3cccc(C(F)(F)F)c3)CC2)c(=O)n(C)c(=O)n1C | 5% | 9% | 2% | i | 5% | 6 | 6 | 6% | 9%
Cc1cccc(OCc2nnc(SCC(=O)OC3CCCCC3)o2)c1 | -31% | 12% | 3% | i | 0% | 8 | 12 | -19% | .

Next compounds follow.
SMILES | HPDE-C7 cytotoxicity | Alkaline phosphatase | HT1080 cytotoxicity | Spn DPM-DC inh | Bfl-1 displacement | MK inhibit | PMK inhibit | KRASV12 cytotoxicity | LYP phosphatase | others
CCn1c(CNC(C)=O)nnc1SCC(=O)c1ccc(Br)cc1 | -3% | 6% | 10% | i | -3% | 6 | 8 | -17% | 1%
O=C1COc2ccc(C(=O)NCc3ccc4c(c3)OCO4)cc2N1 | 4% | 14% | -8% | i | -3% | 24 | 2 | -2% | 17%
CC(=O)/C=C(\C)Nc1ccc(-c2cnc(-c3ccccc3)o2)cc1 | 3% | 15% | 0% | . | -4% | 15 | 2 | 34% | 1%
COc1ccc(NC(C)=O)cc1NC(=O)CSc1nnc(-c2ccccn2)n1C | -6% | 7% | 6% | i | 1% | 8 | 1 | -4% | .
CCCCCOc1ccc(C(=O)NCC(=O)NCC(=O)OCC)cc1 | 28% | 14% | 23% | i | -2% | 0 | 2 | 22% | 2%
COc1ccc(N2C(=O)C3C4C=CC(C4)C3C2=O)c(OC)c1 (stereo unspecified) | 0% | 6% | -2% | i | -2% | 0 | 8 | -2% | .
CC1(C)OC(=O)C(=CNc2ccccc2)C(=O)O1 | 10% | 7% | 3% | i | 2% | 7 | 8 | 12% | . | PMK inhibit pilot replicates=0.0;MK inhibit pilot replicates=9.0;Spn DPM-DC inh pilot screen %=9.0
CC1CC(C)CN(c2ncc3c(n2)CC(c2ccccc2)CC3=O)C1 (stereo unspecified) | . | 11% | -5% | i | 0% | 6 | 10 | . | 8%
O=C(O)CC(C(=O)OCCOc1ccccc1)N1CCOCC1 (stereo unspecified) | 6% | 6% | 3% | i | 3% | 11 | 6 | -26% | .
CCOc1ccccc1C(=O)NCc1ccc2c(c1)OCO2 | -6% | 9% | -3% | i | 3% | 10 | 6 | -4% | -13% | PMK inhibit pilot replicates=3.0;MK inhibit pilot replicates=1.0;Spn DPM-DC inh pilot screen %=1.0
COc1ccc(OC)c(C2C3CN(C(C)C)CC=C3C(C#N)=C(N)C2(C#N)C#N)c1 (stereo unspecified) | -1% | 6% | 15% | i | 2% | 12 | 6 | -2% | .
CC(=O)CC(=O)NC(=NC1CCCCC1)Nc1nc(C)cc(C)n1 | -1% | 3% | 3% | i | -3% | 16 | 4 | -5% | 3%
Cc1[nH]c2ccc(-c3nnc(SCC(=O)NCc4ccco4)n3Cc3ccccc3)cc2c1C | 31% | 7% | -2% | i | -5% | 0 | 17 | 26% | .
CN(C)c1nc(NCc2ccccc2)nc(Oc2ccc(=O)[nH]n2)n1 | -3% | 5% | 8% | i | -7% | 2 | 10 | 5% | -1%
